# HTT cytoprotect: Huntington cell model cytoprotection by ATP luminescence | AID 1471 | Potency, µM (highest dose often 56.4 µM), for inactives: cytoprotection (ATP increase), hits mostly activators | actives 0.14% (n = 230,000) | PC12 HTT-Q103 induced, cytoprotection, ATP luminescence, 40 h;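 also: % of control where 0% means no effect; nearly all actives have a fitted effect of over 45% in size; toxic huntingtin expression switched on by the ecdysone agonist tebufenozide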
#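 ATP quantification (ATPlite) reports survival of PC12 cells in which tebufenozide, 100 nM final, switches on Htt exon 1 with 103 glutamines linked to GFP; compounds are titrated.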
# Tau fibril ThT: inhibitors of human tau fibril formation, thioflavin T binding. P10636. Potency, µM (top dose mostly 57.4 µM), inactives show at the top dose activity, negative = inhibition, usual class: inhibitors. recombinant tau K18 P301L, heparin-induced fibrillization, ThT fluorescence. actives 2.1% (n = 270,000). AID 1460; also: % is scaled to controls: 0 for no effect and ±100 for the full control effect; nearly all actives have a fitted effect of over 55% in size
# Target sequence (P10636 561-689 P618L limits assumed): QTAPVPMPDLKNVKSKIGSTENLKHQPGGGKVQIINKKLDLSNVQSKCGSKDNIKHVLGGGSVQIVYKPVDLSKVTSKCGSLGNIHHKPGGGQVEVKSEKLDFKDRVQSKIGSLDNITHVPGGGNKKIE
#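 Aggregation was driven by heparin (20 uM final) acting on recombinant tau […] bearing P301L in 100 mM sodium acetate pH 7; fibrils were detected with Thioflavin T.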
# SMN2 splice up: enhancers of SMN2 splice variant expression | actives 2.8% (n = 210,000) | AID 1458 | Potency, µM (series often up to 46.1 µM), for the others: at the highest dose activity change, positive = activation, most hits filed as activators | HEK293 SMN2-luciferase splicing reporter, luminescence, 30-36 h; also: % of control where 0% means no effect; nearly all actives have a fitted effect of over 55% in size
#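 qHTS luciferase splicing reporter: luminescence rises when SMN2 exon 7 is included in transfected HEK293 cells. Compound exposure lasted 30-36 h at 37C, with 4.5 mM final sodium butyrate as control, followed by a ONE-Glo read.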
# HTT aggregate: reduces HttQ103-GFP aggregates in PC12 cells; actives 1.1% (n = 220,000); Potency, µM (highest dose often 46.1 µM), for the others: at the top dose activity change, negative = inhibition, actives largely listed as inhibitors; PC12 HttQ103-GFP aggregates, Acumen cytometry, 40 h; also: % is scaled to controls: 0 for no effect and ±100 for the full control effect; nearly all actives have a fitted effect of over 60% in size
#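 Quantitative HTS on tebufenozide-induced (100 nM) PC12 cells stably expressing polyQ103 Huntingtin exon 1–GFP. Reduction of bright GFP aggregates, detected by laser scanning cytometry after lysis, identified actives across the titration.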
# Tau fibril FP: inhibitors of human tau fibril formation. P10636. K18 P301L tau heparin fibrillization, Alexa594 FP, 6 h. Potency, µM (top dose mostly 57.7 µM), for the others: at the top dose activity, negative = inhibition, hits mostly inhibitors. actives 0.39% (n = 280,000). AID 1468; also: % is scaled to controls: 0 for no effect and ±100 for the full control effect; nearly all actives have a fitted effect of over 55% in size
#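 Compound effects on tau fibrillization are measured by Alexa 594 fluorescence polarization (ex 555, em 632 nm). K18 P301L tau is used at 15 uM with 0.24 uM labeled tracer, and 20 uM heparin induces aggregation over 6 hr at 37 C.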
# Tau fluor cs: counter-screen for tau fibril formation inhibitors; tau K18 P301L Alexa594 fluorescence, heparin fibrillization; Potency, µM (top dose mostly 57.7 µM), inactives show top-dose activity change, negative = decrease; actives 0.93% (n = 280,000); also: % is scaled to controls: 0 for no effect and ±100 for the full control effect; nearly all actives have a fitted effect of over 55% in size
#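 Human tau K18 P301L (15 uM unlabeled, 0.24 uM Alexa 594-labeled) in 100 mM sodium acetate pH 7 with 20 uM heparin, 6 hr at 37 C. ThT 30 uM added, 1 hr ambient; Alexa 594 FP and total fluorescence read at 555/632 nm.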
# KDM4E inh: blocks human JMJD2E demethylase activity; B2RXH2; JMJD2E catalytic domain, FDH-coupled NADH fluorescence (FDH is formaldehyde dehydrogenase); Potency, µM (titrated, usually from 57.1 µM), inactives show at the top dose activity change, negative = inhibition, usual class: inhibitors; actives 1.6% (n = 230,000); AID 2147; active = well fitted inhibition curve with a large enough effect, not every such curve was filed as active; inconclusive = small, poorly fitted or top-dose-only effect, or another doubt; inactive = no such curve, though single readings can be large or run the other way;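 also: 0% = wells with enzyme and -100% = buffer wells without enzyme; nearly all actives have a fitted effect of over 50% in size; many of its hits are not listed in these tables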
# Target sequence (B2RXH2 1-337 limits assumed): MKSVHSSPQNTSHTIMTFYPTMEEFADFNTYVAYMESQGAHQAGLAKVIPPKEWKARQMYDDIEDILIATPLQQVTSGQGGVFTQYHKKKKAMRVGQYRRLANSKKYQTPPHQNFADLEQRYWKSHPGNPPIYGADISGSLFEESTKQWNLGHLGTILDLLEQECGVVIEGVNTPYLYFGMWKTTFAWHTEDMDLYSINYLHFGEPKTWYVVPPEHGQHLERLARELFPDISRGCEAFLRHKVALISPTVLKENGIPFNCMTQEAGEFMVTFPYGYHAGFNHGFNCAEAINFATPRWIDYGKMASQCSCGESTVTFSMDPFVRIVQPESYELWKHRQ
# ALDH1A1 block: ALDH1A1 (human) enzyme inhibition; P00352; Purified ALDH1A1, NADH fluorescence, propionaldehyde substrate; Potency, µM (doses to about 75.3 µM), for the others: at the highest dose activity, negative = inhibition, hits mostly inhibitors; actives 7.3% (n = 220,000); AID 1030; active = well fitted inhibition curve with a large enough effect, not every such curve was filed as active; inconclusive = small, poorly fitted or top-dose-only effect, or another doubt; inactive = no such curve, though single readings can be large or run the other way;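 also: plate controls were no enzyme wells and a reference inhibitor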
# Target sequence (P00352 whole entry, looked up): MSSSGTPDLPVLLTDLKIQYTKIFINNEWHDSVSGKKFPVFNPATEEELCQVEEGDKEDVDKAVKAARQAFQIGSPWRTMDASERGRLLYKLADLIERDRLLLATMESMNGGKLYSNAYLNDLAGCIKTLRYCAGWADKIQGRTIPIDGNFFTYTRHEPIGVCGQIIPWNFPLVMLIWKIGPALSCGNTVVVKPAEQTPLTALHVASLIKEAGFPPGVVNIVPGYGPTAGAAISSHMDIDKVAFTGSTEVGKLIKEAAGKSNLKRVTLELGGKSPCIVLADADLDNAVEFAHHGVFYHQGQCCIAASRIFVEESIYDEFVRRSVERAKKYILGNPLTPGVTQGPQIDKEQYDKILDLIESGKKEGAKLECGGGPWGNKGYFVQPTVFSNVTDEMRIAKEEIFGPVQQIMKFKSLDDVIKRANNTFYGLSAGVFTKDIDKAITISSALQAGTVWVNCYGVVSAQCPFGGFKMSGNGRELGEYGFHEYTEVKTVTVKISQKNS
# * marks the source's active call; other numbers are inactive results; ? = inconclusive; . = no result given; [ ] = another dose, or the depositor's remark. Unless noted, calls follow the shape of the dose curve; as a rule, active = well fitted curve in the direction sought with a large enough effect; inconclusive = small, poorly fitted or top-dose-only effect, or another doubt; inactive = no such curve, though single readings can be large; an effect the other way counts as inactive or inconclusive. Potency is read from the fitted curve at half-maximal effect. A portion of the library. The share of hits here may be higher or lower than overall.
Structure	HTT aggregate	SMN2 splice up	HTT cytoprotect	ALDH1A1 block	Tau fluor cs	KDM4E inh	Tau fibril ThT	Tau fibril FP
O=C(NCCCCNC(=O)c1ccco1)c1ccco1	17.1%	4.9%	13.8%[10 µM]	1.9%	2.0%	-1.3%	2.2%	1.8%
CC(C)OC(=O)C1C2C=CC3(CN(Cc4cccs4)C(=O)C13)O2 (stereo unspecified)	-5.5%	-6.1%	-3.2%	7.1%	-2.2%	-3.8%	-4.8%	0.8%
C=CCNC(=S)Nc1sc2c(c1C(=O)OCC)CCN(C(=O)OCC)C2	3.4%	-20.4%	-39.9%[inhibitor]	20µM*	-17.7%	-2.7%	-16.4%	-3.0%
Cc1ccc(C)c(C(=O)NCCN(C)C)c1	0.0%	22.0%	10.1%	10.9%	-1.9%	-2.6%	-9.4%	0.5%
O=C(CCn1nc(-c2ccc(Cl)cc2)ccc1=O)N1CCN(c2ccccn2)CC1	27.7%	25.0%	8.0%[10 µM]	-5.3%	0.1%	-1.9%	-5.3%	8.5%
CS(=O)(=O)N(CC(=O)N1CCN(c2ccc(F)cc2)CC1)c1cccc(Cl)c1	0.9%[9.22 µM]	-4.7%	-9.2%	?	-8.6%	2.6%	-3.4%	-11.1%
O=C(Cn1cnc2ccccc21)OCC(=O)N1CCCc2ccccc21	-3.9%[9.22 µM]	?	-5.3%[10 µM]	14.1µM*	-1.1%	3.0%	-2.7%	1.9%
COc1ccc2c(c1)SC1=NCCS(=O)(=O)N12	5.3%[9.22 µM]	7.6%	-25.3%[10 µM]	5.5%	2.3%	-0.8%	-6.0%	0.0%
CC(NC(=O)CSc1nc2sc3c(c2c(=O)n1-c1ccccc1)CCCC3)c1ccccc1 (stereo unspecified)	?	9.3%	15.5%[10 µM]	?	1.6%	?	0.0%	1.8%
CC(C)CNC1CCS(=O)(=O)C1 (stereo unspecified)	-25.1%[9.22 µM]	.	25.2%[10 µM]	.	6.2%	1.6%	5.2%	5.0%
CC1(C)CC(=O)c2sc(NC(=O)C(C)(C)C)nc2C1	2.2%[9.22 µM]	.	-6.1%[10 µM]	?	4.7%	-13.1%	1.8%	-5.6%
Cc1ccc(/C=C/C2=C[C@]3(C)C[C@]2(C)[C@H](c2ccc(C)cc2)CC3=O)cc1	.	4.9%	9.2%	?	-7.7%	-10.8%	-6.6%	-0.8%
Cc1ccc(-c2nc(CN(C)Cc3ccc4nccnc4c3)c(C)o2)s1	-6.1%[9.22 µM]	.	-6.2%[10 µM]	-1.5%	-3.4%	-5.5%	-9.7%	-4.2%
Cc1ccc([N+](=O)[O-])cc1NC(=S)NC(=O)C(C)(C)C	14.4%	-3.7%	-26.4%	4.47µM*	-4.1%	2.4%	-2.2%	-0.8%
CC(Sc1n[nH]c(N)n1)C(=O)Nc1ccc(Cl)cn1 (stereo unspecified)	-13.4%	-2.8%	-29.5%	4.5%	-0.2%	1.6%	-1.8%	6.2%
COc1ccc(CNC(=O)c2cc(-c3ccncc3)nc3c(C)cc(C)cc23)cc1OC	6.8%	-2.9%	13.9%[10 µM]	-7.6%	-17.1%	?	?	-3.9%
COc1ccc(CNCc2cccc(Oc3ccccc3)c2)cc1	2.82µM*	-36.1%[inhibitor]	-54.3%[inhibitor]	14.1µM*	-5.0%	?	-3.9%	3.8%
N#CC1=C(SCC(=O)Nc2ccccc2)NC(=O)CC1c1ccc(O)cc1 (stereo unspecified)	4.9%	-59.1%[inhibitor]	-27.1%	?	-17.6%	-3.1%	-18.2%	0.0%
Cc1ccc(-c2nc3sc4c(N)ncnc4c3c3c2CCCC3)cc1	8.2%	13.8%	-22.5%	-7.1%	-25.1%	6.8%	?	-14.0%
Cc1ccc(-c2nn3cnnc3c3ccccc23)cc1	-1.0%	-5.2%	-20.5%	?	-7.5%	-17.4%	-7.8%	-1.5%
Cn1c(SCC(=O)c2ccccc2)nnc1-c1ccccn1	1.6%[9.22 µM]	.	0.2%[10 µM]	.	-6.9%	-17.7%	-10.7%	-1.9%
Cc1noc(NS(=O)(=O)c2ccc(NC(=O)CC34CC5CC(CC(Br)(C5)C3)C4)cc2)c1C	1.1%	2.6%	-14.8%	11.3%	-9.4%	11.8%	-2.5%	0.8%
CC(C(=O)Nc1c2c(cc3c1CCC3)CCC2)N1CCCC1 (stereo unspecified)	4.4%	-24.2%	.	6.8%	-0.4%	1.7%	1.6%	2.1%
O=C(Cn1cc(/C=N/NC(=O)c2cccc3ccccc23)c2ccccc21)Nc1ccc(F)cc1	13.9%[9.22 µM]	.	16.4%[10 µM]	.	?	?	-0.7%	-11.6%
Cc1ccnc(NC(=O)c2cccc(NS(=O)(=O)c3ccccc3C)c2)c1	-8.0%	1.1%	11.9%	-3.7%	-24.8%	9.7%	-6.9%	4.0%
Cc1cc[n+](-c2nc3ccccc3nc2[N-]S(=O)(=O)c2ccccc2)cc1	?	.	-19.4%[10 µM]	?	-10.7%	-1.1%	-16.2%	-2.1%
COC(=O)C1=C(N)N(c2ccccc2F)C2=C(C(=O)CC(C)(C)C2)C1c1ccc(OC)c(OC)c1 (stereo unspecified)	2.6%	13.4%	.	-0.9%	-0.5%	-5.4%	-4.8%	-0.2%
COc1cc(C=O)ccc1Oc1nnnn1-c1ccccc1	-9.9%[9.22 µM]	.	11.6%[10 µM]	.	-8.0%	-0.4%	-3.3%	-5.0%
CC(=O)Nc1ccc(Nc2cc(C)nc3c(-c4ccc(Cl)cc4)cnn23)cc1	?	?	-22.8%[10 µM]	?	?	?	?	-9.6%
N#Cc1cccc(N=c2ssnc2Cl)c1	-7.6%	-18.0%	7.7%[10 µM]	1.26µM*	-18.0%	-22.4%	11.2µM*	?

# Brought forward from above: four compounds, then new ones.
Structure	HTT aggregate	SMN2 splice up	HTT cytoprotect	ALDH1A1 block	Tau fluor cs	KDM4E inh	Tau fibril ThT	Tau fibril FP
COC(=O)C1=C(N)N(c2ccccc2F)C2=C(C(=O)CC(C)(C)C2)C1c1ccc(OC)c(OC)c1 (stereo unspecified)	2.6%	13.4%	.	-0.9%	-0.5%	-5.4%	-4.8%	-0.2%
COc1cc(C=O)ccc1Oc1nnnn1-c1ccccc1	-9.9%[9.22 µM]	.	11.6%[10 µM]	.	-8.0%	-0.4%	-3.3%	-5.0%
CC(=O)Nc1ccc(Nc2cc(C)nc3c(-c4ccc(Cl)cc4)cnn23)cc1	?	?	-22.8%[10 µM]	?	?	?	?	-9.6%
N#Cc1cccc(N=c2ssnc2Cl)c1	-7.6%	-18.0%	7.7%[10 µM]	1.26µM*	-18.0%	-22.4%	11.2µM*	?
CCCn1c(Nc2nc3ccccc3n2C)nc2ccccc21	?	13.6%	-150.1%[inhibitor][0.074 µM]	-10.1%	?	?	?	?
N#Cc1cc2c(=O)n3ccccc3nc2n(-c2ccccc2Cl)c1=O	-11.9%	-9.3%	-43.7%[inhibitor]	?	-4.0%	?	-7.5%	-8.0%
COc1ccc(NC(=O)C(Cc2ccccc2)n2cccc2)cc1 (stereo unspecified)	7.7%[9.22 µM]	.	-12.9%[10 µM]	.	3.0%[0.0958 µM]	-0.8%	.	-1.5%[0.0958 µM]
COc1cc(C(=O)Nc2nnc(CC(C)(C)C)s2)cc(OC)c1OC	.	11.6%	.	.	-15.9%	.	-8.5%	-1.8%
COc1ccc(CN2C(=O)CC(Cc3ccc(C)cc3)C2=O)cc1OC (stereo unspecified)	-9.5%	-9.9%	26.2%[10 µM]	-6.2%	-6.1%	3.5%	-2.4%	-6.5%
CCOc1ccccc1NC(=O)C1CCN(S(=O)(=O)c2c(C)noc2C)CC1	-2.7%	?	-18.6%	-2.5%	-6.0%	0.4%	-0.3%	-0.5%
NNC(=S)Nc1cc(S(=O)(=O)N2CCOCC2)ccc1N1CCOCC1	-5.2%	-11.5%	-33.3%[inhibitor]	-3.7%	-16.8%	-29.1%	?	-11.3%
COc1ccc(OC)c(Nc2sc(C(=O)c3ccccc3)c(N)c2S(=O)(=O)c2ccccc2)c1	.	-10.0%	.	.	-28.4%	.	6.0%	?
CCOC(=O)CNC(=O)c1ccccc1	11.2%	-5.8%	1.5%	19.8%	5.2%	0.6%	7.1%	4.5%
COc1cc(/C=N/N=C(N)N)ccc1OCc1ccccc1Cl	-23.6%	-33.9%[inhibitor]	-24.8%	?	?	-4.2%	-8.4%	-12.8%
Cc1ccc(-c2nc(NC(=O)CSc3nnnn3-c3ccccc3)ns2)cc1	-11.1%	-4.0%	-28.2%	?	-28.0%	-1.9%	-10.7%	?
Cc1cccc(C(=O)NCC2CCCO2)c1 (stereo unspecified)	-27.2%	14.1%	13.3%[10 µM]	-1.1%	3.4%	-4.3%	1.5%	5.7%
CCc1ccc(NC(=O)CSc2nc3ccsc3c(=O)n2CCCCCC(=O)O)cc1	-2.9%	-12.2%	27.2%	9.7%	-2.5%	6.9%	-5.4%	0.4%
CCN1C(=O)/C(=C/c2ccc(N3CCCC3)cc2)NC1=S	-12.8%	-17.7%	38.7%[10 µM]	12.6µM*	?	-2.4%	11.2µM*	?
Cc1ccc(OCCC(=O)OCC(=O)N2c3ccccc3CC2C)cc1 (stereo unspecified)	-4.1%	-10.8%	6.0%	-5.1%	-7.5%	-3.3%	?	3.6%
CC(=O)c1c(OC(=O)c2ccccc2Br)ccc2c(C)cc(=O)oc12	1.3%	-7.5%	-6.0%[0.074 µM]	-1.0%	8.2%	-3.0%	12.9%	-1.1%
O=C(/C=C/c1ccco1)NC(=S)Nc1cccc([N+](=O)[O-])c1	7.2%	11.7%	-17.5%[10 µM]	-0.1%	0.4%	-4.6%	0.8%	9.8%
CCCN1CCC(=O)N([C@H](CSc2ccc(C)cc2)c2ccccc2)CC1	-0.5%[9.22 µM]	.	-7.1%[10 µM]	.	0.2%	-20.2%	?	2.9%

# Screening results (PubChem)
